Screening results: PubChem, National Center for Advancing Translational Sciences (NCATS)
GLS inhibitor – inhibitors of human glutaminase (GLS); AID 624170; O94925; Potency, µM (series often up to 45.5 µM), for the others: at the highest dose activity change, negative = inhibition, most hits filed as inhibitors; 410,000 compounds, 0.21% hits; GLS enzymatic activity, qHTS titration; also: potency is read from the fitted curve at half-maximal effect; % is scaled to controls: 0 for no effect and ±100 for the full control effect
Target sequence (O94925 whole entry, looked up): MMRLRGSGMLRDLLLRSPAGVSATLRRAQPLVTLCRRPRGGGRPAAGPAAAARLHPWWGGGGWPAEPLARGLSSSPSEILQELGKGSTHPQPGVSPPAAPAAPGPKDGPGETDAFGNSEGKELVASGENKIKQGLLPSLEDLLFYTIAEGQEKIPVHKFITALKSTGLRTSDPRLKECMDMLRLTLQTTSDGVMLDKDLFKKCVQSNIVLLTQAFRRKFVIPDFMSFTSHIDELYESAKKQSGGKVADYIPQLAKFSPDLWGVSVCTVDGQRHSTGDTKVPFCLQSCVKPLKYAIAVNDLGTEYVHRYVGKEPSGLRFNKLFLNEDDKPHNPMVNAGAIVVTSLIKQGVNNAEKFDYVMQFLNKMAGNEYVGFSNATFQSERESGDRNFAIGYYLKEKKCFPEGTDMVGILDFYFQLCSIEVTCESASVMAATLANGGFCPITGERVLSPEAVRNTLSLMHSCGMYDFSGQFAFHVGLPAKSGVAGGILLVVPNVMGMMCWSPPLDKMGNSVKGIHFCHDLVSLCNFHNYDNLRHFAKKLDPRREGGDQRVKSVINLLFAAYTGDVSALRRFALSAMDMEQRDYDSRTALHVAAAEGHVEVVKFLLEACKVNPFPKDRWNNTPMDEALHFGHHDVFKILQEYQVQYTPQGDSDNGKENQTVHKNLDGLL
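Human kidney-isoform GLS in 45 mM KH2PO4 pH 8.2, 0.02% Tween-20, with compound, started with 1mM L-Glutamine (added stock). Glutamate oxidase/HRP/Amplex red coupled fluorescence read at start and after 30 min at RT.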
PI4K2A inh – blocks human PI4K2A kinase activity. activity change, negative = inhibition, % at 76.9 µM. purified PI4K2A, ADP-Glo luminescence, 1 h; hits give low values. 420,000 compounds, 0.13% hits. Q9BTU6. AID 1346378; in the data active = activity change below about -50%; inconclusive = mostly about -30% to -49%;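 also: -100% = wells without enzyme as full effect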
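PI4K2A activity was measured by ADP-Glo luminescence: enzyme (4 ug/mL stock) and phosphatidylinositol (1.2 mM stock) in Tris pH 7.5/MgCl2/EGTA/Triton X-100 buffer were reacted with ATP (300 microM stock) for one hour at ambient temperature.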
JMJD2A Tudor inh – JMJD2A Tudor domain (human) inhibition | AlphaScreen JMJD2A-Tudor / H3K4me3 peptide binding | Potency, µM (top dose mostly 114 µM), inactives show at the highest dose activity change, negative = inhibition, actives largely listed as inhibitors | 390,000 compounds, 4.4% hits; also: potency is read from the fitted curve at half-maximal effect; % is scaled to controls: 0 for no effect and ±100 for the full control effect; nearly all actives have a fitted effect of over 50% in size
BAZ2B block – blocks human BAZ2B | Q9UIF8 | 360,000 compounds, 4.4% hits | AID 504333 | AlphaScreen BAZ2B-H3K14Ac peptide displacement | Potency, µM (series often up to 114 µM), without a hit: top-dose activity change, negative = inhibition, hits mostly inhibitors; also: potency is read from the fitted curve at half-maximal effect; % is scaled to controls: 0 for no effect and ±100 for the full control effect; nearly all actives have a fitted effect of over 60% in size
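Complex of BAZ2B and biotin-H3K14Ac (50 nM apiece) forms over 30 min at RT, then faces library compounds up to 110 uM for another 30 min; AlphaScreen beads added, 20 min dark incubation, luminescence read.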
HP1b chromo inh – inhibitors of HP1-beta chromodomain binding to methylated histone tails. P83916. AlphaScreen HP1-beta / biotin-H3K9me3 peptide binding. Potency, µM (titrated, usually from 114 µM), inactives show at the top dose activity change, negative = inhibition, actives largely listed as inhibitors. 390,000 compounds, 0.56% hits. AID 540317; also: potency is read from the fitted curve at half-maximal effect; nearly all actives have a fitted effect of over 70% in size; inactives centre near 23
Target sequence (P83916 whole entry, looked up): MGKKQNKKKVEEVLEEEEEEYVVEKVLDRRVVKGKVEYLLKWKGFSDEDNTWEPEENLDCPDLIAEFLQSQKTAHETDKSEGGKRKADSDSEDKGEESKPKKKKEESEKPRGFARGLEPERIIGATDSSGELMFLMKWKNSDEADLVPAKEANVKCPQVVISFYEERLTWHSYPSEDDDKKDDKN
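Compound inhibition of the preformed complex between 50 nM HP1-beta and 50 nM biotinylated H3K9me3 peptide was read by AlphaScreen. Buffer was PBS pH 7.4 with 0.01% Tween-20. Incubations ran 30 min at room temperature, with 10 ug/mL donor/acceptor beads.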
Tb PGK inh – T. brucei PGK inhibition; P07378; PGK/GAPDH coupled, Kinase-Glo luminescence, 60 min; Potency, µM (doses to about 57.5 µM), for the others: at the highest dose activity change, negative = inhibition, actives largely listed as inhibitors; 380,000 compounds, 0.043% hits; AID 602233; also: potency is read from the fitted curve at half-maximal effect; % is scaled to controls: 0 for no effect and ±100 for the full control effect; nearly all actives have a fitted effect of over 60% in size
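Luminescent ATP detection (Kinase-Glo Plus) follows a 60-minute room-temperature incubation, with wells lacking PGK as controls. Buffer: 100 mM TEA (pH 7.6), 5 mM MgCl2, 0.01% Tween-20. Coupling enzyme GAPDH (100 nM final) supplies unstable 1,3-BPG in-well.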
ERG Ets-DNA blk – ERG Ets/DNA interaction inhibition. P11308. fluorescence polarization, His-ERG Ets domain / labelled DNA. Potency, µM (highest dose often 76.9 µM), for inactives: at the top dose FP activity, negative = inhibition, most hits filed as inhibitors. 370,000 compounds, 0.028% hits. AID 624246; active = well fitted inhibition curve with a large enough effect in the polarisation, with a control signal flat; inconclusive = small, poorly fitted or top-dose-only effect, or effect the other way, or a change in a side signal; inactive = no such curve, though single readings can be large or run the other way; the % refers to the polarisation;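 also: polarization taken with two DNA probes labelled with fluorescein and Texas red; potency is read from the fitted curve at half-maximal effect; % of control where 0% means no effect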
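His-tagged ERG Ets domain (1 uM in the protein solution; 300mM KCl, 50mM Tris-HCl, 1mM EDTA, 1mM DTT, pH 7.5) received compound, then a probe mix of 5 nM fluorescein-DNA and 100nM Texas-615-DNA. Fluorescence polarization was read for both dyes.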
G9a block – inhibitors of human histone lysine methyltransferase G9a; G9a H3K9 monomethylation, AlphaScreen, 2 h; Potency, µM (series often up to 102 µM), inactives show at the top dose activity, negative = inhibition, actives largely listed as inhibitors; 350,000 compounds, 8.8% hits; also: potency is read from the fitted curve at half-maximal effect; % is scaled to controls: 0 for no effect and ±100 for the full control effect; nearly all actives have a fitted effect of over 75% in size
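G9a (20 nM) was preincubated 15 min with compound, then reacted 2 h at room temperature with 500 nM biotin-H3K9 peptide and 20 µM SAM. Monomethyl-H3K9 detected by AlphaScreen using anti-H3K9me1 antibody.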
Pin1 inhibitor – inhibitors of human Pin1 | Potency, µM (top dose mostly 115 µM), for inactives: at the highest dose activity, negative = inhibition, actives largely listed as inhibitors | 390,000 compounds, 0.009% hits | Pin1 FP peptide displacement, HiFluor488, 10 min | Q13526; active = well fitted inhibition curve with a large enough effect in the polarisation, with a control signal flat, not every such curve was filed as active; inconclusive = small, poorly fitted or top-dose-only effect, or effect the other way, or a change in a side signal; inactive = no such curve, though single readings can be large or run the other way; the % refers to the polarisation; also: potency is read from the fitted curve at half-maximal effect; % is scaled to controls: 0 for no effect and ±100 for the full control effect
Target sequence (Q13526 whole entry, looked up): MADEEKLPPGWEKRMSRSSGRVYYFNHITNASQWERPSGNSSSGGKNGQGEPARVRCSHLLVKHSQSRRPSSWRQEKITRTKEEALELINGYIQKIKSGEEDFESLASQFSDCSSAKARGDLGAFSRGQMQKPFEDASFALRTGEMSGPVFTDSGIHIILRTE
The depositor's hits bear a star; i = inactive; ? = inconclusive; . = not tested or not shown; [ ] = another dose, or the depositor's remark. Unless noted, calls follow the shape of the dose curve; as a rule, active = well fitted curve in the direction sought with a large enough effect; inconclusive = small, poorly fitted or top-dose-only effect, or another doubt; inactive = no such curve, though single readings can be large; an effect the other way counts as inactive or inconclusive.

No.	GLS inhibitor	PI4K2A inh	JMJD2A Tudor inh	BAZ2B block	HP1b chromo inh	Tb PGK inh	ERG Ets-DNA blk	G9a block	Pin1 inhibitor	SMILES
1	-5%	-4	-5%	7%	24%	0%	-8%	15%[59 µM]	-2%	COc1cc(/C=C/C(=O)OCC(=O)Nc2ccc3c(c2)OCCO3)ccc1OCC#N
2	-8%	0	?	-36%	-20%	0%	4%	10µM*	-1%	Cc1ccn2c(Nc3c(C)cccc3C)c(-c3ccsc3)nc2c1
3	4%	0	-15%	?	30%	6%	9%	.	8%	C=CCN(c1ccc(C(=O)NCCSc2ccccc2)cc1)S(C)(=O)=O
4	-18%	-4	-13%	?	9%	-8%	-2%	-37%	1%	O=C(Nc1cccc(S(=O)(=O)N2CCCCC2)c1)c1cnccn1
5	13%	-2	6%	.	36%	5%	7%	.	12%	C[C@@H](C(=O)N1CCN(c2ccccc2)CC1)N1C(=O)C2CC=CCC2C1=O (some centres undefined)
6	-1%	-1	0%	-25%	27%	i	-8%	17%	2%	O=C(Nc1cccc(C(=O)NC2CCCC2)c1)c1ccccc1
7	2%	-2	?	.	-33%	i	-1%	.	?	COc1ccccc1C=NN=Cc1ccccc1OC
8	2%	2	?	-24%	24%	i	0%	-49%[59 µM]	-1%	CCC1CN(C(=O)Nc2cccc(OC)c2)c2ccccc2O1 (centres undefined)
9	-7%	0	1%	3%	29%	i	.	17%	1%	Cc1cccc(NS(=O)(=O)c2cnc[nH]2)c1
10	-17%	8	0%	4%	41%[activator]	-14%	1%	23%	-2%	O=C1c2ccccc2C(=O)N1CCCOCc1c[nH]c(=O)[nH]c1=O
11	10%	3	-9%	3%	19%	9%	0%	11%[59 µM]	-5%	CCOc1ccc(CCNC(=O)c2ccc(-c3nc(COc4ccc(C)cc4)c(C)o3)cc2)cc1
12	3%	3	-33%	-32%	1%	-6%	6%	?	9%	CC(C)=NNc1nc(-c2ccccc2)cs1
13	-2%	2	-11%	-14%	20%	-8%	0%	12%	0%	CCC(=O)Nc1c2c(nn1-c1ccc([N+](=O)[O-])cc1)CS(=O)(=O)C2
14	-9%	0	2%	2%	35%	-1%	2%	-4%[59 µM]	10%	COc1cccc(NC(=O)Cn2c(=O)n(-c3ccccc3)c(=O)c3c4c(sc32)CCCC4)c1
15	6%	-2	-14%	-26%	25%	0%	-7%	?	-17%	O=C(O)c1ccc(NC(=O)c2ccc(Cl)cc2)c(NC(=O)c2ccc(Cl)cc2)c1
16	3%	-4	-13%	-3%	24%	-4%	3%	0%[59 µM]	-11%	CC(=O)N(CCP(=O)(c1ccccc1)c1ccccc1)Cc1ccco1
17	12%	-16	-4%	3%	0%	-15%	5%	-9%[59 µM]	-5%	O=C(CN1CCCCCC1)Nc1ccc(S(=O)(=O)N2CCCCC2)cc1
18	16%	-1	-20%	?	25%	i	7%	?	2%	O=c1[nH]c2ccc(NCc3ccc(-c4ccccc4)o3)cc2[nH]1
19	4%	-24	?	45µM*	?	-6%	7%	40µM*	0%	Oc1cccc2c(NC(=S)Nc3ccc(SC(F)F)cc3)cccc12
20	1%	2	-10%	1%	11%	-7%	28%	8%	-1%	CN(NC(=O)c1ccc(Cl)cc1)c1ncc(C(F)(F)F)cc1Cl
21	10%	-4	-13%[57.1 µM]	6%	30%	-4%	6%	-88%	4%	CCN(CC)S(=O)(=O)c1cc(C(=O)OCC(=O)Nc2cccc(C)c2C)ccc1F
22	9%	-1	-24%	-9%	9%	i	3%	-4%[59 µM]	2%	COc1ccc(CNC(=O)c2ccc(Sc3ccc(Cl)cc3)c(NC(C)=O)c2)c(OC)c1
23	51%[activator]	7	-12%[57.1 µM]	10%	43%[activator]	-8%	5%	26%[59 µM]	-2%	O=C1C2CC=CCC2C(=O)N1CNc1ccccc1 (centres undefined)
24	-5%	0	-1%	-25%	40%	-3%	10%	?	3%	CCOC(=O)N1CCN(C(=O)Cc2ccccc2OC)CC1
25	11%	0	-20%	-7%	12%	9%	-1%	0%	2%	CC(=O)NC1(c2ccccc2)CCN(c2cc(C)nc(-c3ccccc3)n2)CC1
26	-8%	13	-4%	-6%	39%	-5%	-3%	8%	-12%	CCOC(=O)CCNC(=O)CCc1nnc(CCCc2ccccc2)o1
27	-2%	-3	-7%	-36%	9%	i	9%	-3%[59 µM]	23%	Cc1ccc(S(=O)(=O)N(CC(=O)N/N=C/c2ccco2)c2cc(Cl)cc(Cl)c2)cc1
28	-2%	-4	-19%	-4%	22%	1%	.	-2%[12.7 µM]	5%	O=C(Nc1ccc([N+](=O)[O-])cc1)/C(=C/c1cccc([N+](=O)[O-])c1)NC(=O)C1CCCCC1
29	3%	-4	-5%	11%	1%	-9%	5%	9%[59 µM]	3%	CSCCC(NC(N)=O)C(=O)NCC1CCCCC1 (centres undefined)
30	5%	2	-12%	.	37%	-3%	-3%	.	4%	O=S1c2ccccc2Sc2ccccc21
31	-3%	-1	-14%	-6%	25%	11%	1%	3%[59 µM]	-5%	COCC(=O)n1nc(-c2ccc(Cl)cc2)nc1NCc1ccc(F)cc1
32	24%	-3	-10%	9%	16%	-7%	-3%	1%[12.7 µM]	1%	S=C1N(c2ccccc2)C(c2ccccc2)N2CCCN12 (centres undefined)
33	-3%	0	-15%	-15%	-5%	-3%	0%	?	-1%	COC(=O)C1CCN(C(=O)Cc2ccccc2OC)CC1
34	-4%	4	-19%	?	37%	2%	0%	-33%[59 µM]	-1%	Cc1cccc(C)c1NC(=O)CCS(=O)(=O)c1ccc2c(c1)CC(C)N2C(=O)C1CC1 (centres undefined)
35	-13%	2	-19%	-6%	31%	-3%	0%	?	-3%	CCn1cc(C(=O)NCCCN2CCN(C)CC2)c(=O)c2cc(S(=O)(=O)N3CCc4ccccc4C3)ccc21
36	16%	2	-14%	-20%	38%	7%	11%	?	1%	Cc1onc(-c2ccccc2Cl)c1C(=O)Nc1ncn[nH]1
37	0%	0	-16%	18%	31%[activator]	-1%	-3%	-12%	0%	COC(=O)c1cccnc1-n1c(=O)c2cccnc2n(Cc2cccc(C(F)(F)F)c2)c1=O
38	-4%	4	-3%	-2%	20%	-2%	-4%	-4%[59 µM]	1%	CS(=O)(=O)Nc1ccc(C(=O)NCCc2ccccc2)cc1
39	15%	2	-17%	8%	57%[activator]	-6%	-5%	.	3%	CCOC(=O)C1=C(c2ccccc2)NC(=O)NC1c1ccc(O)c(Cl)c1 (centres undefined)
40	-1%	-4	3%	12%[57.1 µM]	33%	-6%	0%	-2%[59 µM]	8%	Fc1ccc(-c2noc3ncnc(NCCc4ccc(Cl)cc4)c23)cc1
41	-11%	4	-10%	-1%	4%	i	0%	10%[59 µM]	-12%	O=C(Nc1ccccc1C(=O)OCc1cc(=O)n2c3c(sc2n1)CCCC3)c1cccc(Cl)c1
42	0%	-3	-9%	-9%	26%	2%	-2%	-4%[59 µM]	7%	CCC(c1nnc(SCC(=O)Nc2cc(Cl)ccc2C#N)n1C1CCCCC1)N(C)C (centres undefined)
43	-1%	8	-8%	2%	45%[activator]	-6%	-8%	?	-9%	CCN(CC)Cc1cc(NC2=NS(=O)(=O)c3ccccc32)ccc1OC(=O)C(C)C
44	-1%	0	-32%	-39%	-36%	-6%	0%	-73%	-1%	O=[N+]([O-])c1ccc(N2CCN(c3ccccn3)CC2)c(Cl)c1
45	3%	-1	-4%	-18%	9%	-11%	-8%	.	-1%	CNC(=O)Cc1csc2ccc(C)cc12

Quoted from the listing.
In JMJD2A Tudor inh, O=[N+]([O-])c1ccc(N2CCN(c3ccccn3)CC2)c(Cl)c1 has the entry -32%
In GLS inhibitor, Cc1cccc(C)c1NC(=O)CCS(=O)(=O)c1ccc2c(c1)CC(C)N2C(=O)C1CC1 (centres undefined) has the entry -4%
In Tb PGK inh, CCN(CC)Cc1cc(NC2=NS(=O)(=O)c3ccccc32)ccc1OC(=O)C(C)C has the entry -6%

The list goes on.
No.	GLS inhibitor	PI4K2A inh	JMJD2A Tudor inh	BAZ2B block	HP1b chromo inh	Tb PGK inh	ERG Ets-DNA blk	G9a block	Pin1 inhibitor	SMILES
46	-4%	1	-19%	1%	13%	2%	.	-3%[2.33 µM]	1%	COc1cc(OC)c(C2=NOC(C(=O)Nc3c(C)nn(CC(=O)N4CCCC4)c3C)C2)cc1Cl (centres undefined)
47	10%	8	-14%	3%	36%	i	4%	0%[12.7 µM]	-4%	O=C(Cn1c(NCCO)nc2ccccc21)NCCc1ccccc1
48	3%	0	-7%	1%	0%	-4%	1%	7%[12.7 µM]	-6%	O=C1NC2=C(C(=O)OC2)C(c2ccc(OC(F)(F)F)cc2)N1 (centres undefined)
49	-3%	-2	-8%	-2%	25%	7%	4%	1%[59 µM]	-1%	COc1ccccc1CNC(=O)CN1C(=O)CSc2c1c(C)nn2-c1ccccc1
50	11%	3	-18%	-24%	-7%	i	4%	-4%	-2%	COc1ccccc1NC(=S)NCCc1ccc(F)cc1
51	-7%	1	-3%	.	18%[57 µM]	-9%	1%	.	5%	CCOc1ccc(S(=O)(=O)NCCC(=O)NC2CCC(C)CC2)cc1 (centres undefined)
52	0%	-6	33%	53%[activator]	60%[activator]	-2%	5%	?	-12%	Cc1cccc(COC(=O)CCCNC(=O)c2ccc(Cl)cc2)c1
53	0%	2	0%	3%	?	-6%	-1%	10%[12.7 µM]	-3%	COc1ccc(NC(=O)COc2cccc3c2OC(C)(C)C3)cc1OC
